# PAD4 FP inh – blocks human protein arginine deiminase 4 | AID 485272 | actives 0.41% (n = 330,000) | Q9UM07 | recombinant PAD4, RCA probe fluorescence polarization | inhibition, % at 6.36 µM;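 active = percent inhibition above a cutoff equal to the mean of all tested compounds plus 3 SD, cut at about 15% in these data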;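 also: 0% = PAD4 with RCA probe and DMSO and 100% = probe without PAD4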
# Target sequence (Q9UM07 whole entry, looked up): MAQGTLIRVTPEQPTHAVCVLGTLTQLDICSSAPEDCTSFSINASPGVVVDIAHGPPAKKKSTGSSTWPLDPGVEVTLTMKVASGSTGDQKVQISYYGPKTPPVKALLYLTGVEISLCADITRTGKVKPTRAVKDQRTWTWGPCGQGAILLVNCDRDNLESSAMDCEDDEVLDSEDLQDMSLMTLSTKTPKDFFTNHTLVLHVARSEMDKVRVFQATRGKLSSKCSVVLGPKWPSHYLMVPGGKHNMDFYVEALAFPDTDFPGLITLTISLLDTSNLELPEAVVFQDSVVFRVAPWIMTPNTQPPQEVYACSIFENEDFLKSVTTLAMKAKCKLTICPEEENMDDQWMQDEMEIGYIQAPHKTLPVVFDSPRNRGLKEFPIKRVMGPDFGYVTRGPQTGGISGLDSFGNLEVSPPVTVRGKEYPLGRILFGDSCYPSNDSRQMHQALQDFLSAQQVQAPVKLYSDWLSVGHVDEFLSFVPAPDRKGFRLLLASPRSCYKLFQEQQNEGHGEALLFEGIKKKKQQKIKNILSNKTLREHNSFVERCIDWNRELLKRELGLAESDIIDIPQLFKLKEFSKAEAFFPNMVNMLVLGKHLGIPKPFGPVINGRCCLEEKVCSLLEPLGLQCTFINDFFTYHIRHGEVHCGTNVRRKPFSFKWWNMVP
# Active calls of the source: *. A portion of the library; rates above refer to the full screens.
Compound	PAD4 FP inh
O=C1[C@H](c2ccccc2)[C@@H](c2ccccc2)N1c1ccncc1	2.2
CCN(CC)C(=O)[C@H]1C[C@H](CC(=O)NCC23CC4CC(CC(C4)C2)C3)C(=O)N2CCc3c([nH]c4cc(CCC(=O)N(C)C)ccc34)[C@]12C	3.7
CCCCNS(=O)(=O)CCNCc1ccc(OC)cc1	0.6
Cc1cc(C)c(CN2CCN(C(=O)Cn3cnc(C(=O)Nc4ccc(C)c(C)c4)n3)CC2)c(C)c1	-0.6
O=C1[C@@H](c2ccccc2)[C@@H](c2ccccc2)N1c1cccnc1	-3.3
COC(=O)[C@H](C(C)C)N(Cc1ccccc1)S(=O)(=O)CCN1CCN(c2ccccc2)CC1	0.3
Cc1ccc(C)c(N2CCN(C(=O)CCc3nc(-c4ccccc4Br)no3)CC2)c1	-2.5
CCN1C[C@@H]2[C@@H]3C(=O)N(C)C(=O)[C@@H]3[C@](CC)(C(=O)OC)N2C1=NC	-4.2
CCCN1C(C)C(C(=O)OCC)=CN(Cc2ccc(Br)cc2)S1(=O)=O (stereo not given)	2.1
CC(C)N(C(=O)[C@H]1C[C@H](CC(=O)NCCC2=CCCCC2)C(=O)N2CCc3c([nH]c4ccc(Cl)cc34)[C@]12C)C(C)C	1.2
CCN(CC)C(=O)[C@H]1C[C@H](CC(=O)NCc2ccco2)C(=O)N2CCc3c([nH]c4cc(-c5ccco5)ccc34)[C@]12C	-1.2
C[C@]12c3[nH]c4cc(-c5ccco5)ccc4c3CCN1C(=O)[C@@H](CC(=O)NCCCn1ccnc1)C[C@@H]2C(=O)N1CCCCC1	-4.9
COc1ccc2[nH]c3c(c2c1)CCN1C(=O)C(CC(=O)NCc2ccc(OC)c(OC)c2)C[C@H](C(=O)N2CCOCC2)[C@@]31C (stereo not given in full)	-0.9
CCOC(=O)C1=CN(Cc2cccc(Br)c2)S(=O)(=O)N(C)C1C (stereo not given)	-1.7
COc1ccc(C2/C=C\CN(C(=O)OCC3c4ccccc4-c4ccccc43)CC(=O)N2Cc2cccc(F)c2)cc1 (stereo not given)	2.1
Cc1cc2oc(=O)cc(-c3ccccc3)c2c(C)c1-c1ccc(CO)cc1	-2.8
CCOC(=O)C1=C(c2ccccc2)c2ccccc2OC1C(=O)OCC (stereo not given)	2.5
O=C(O)[C@H]1CC=C[C@H]2CCN(Cc3ccc(Cl)c(Cl)c3)C(=O)[C@@H]12	-3.0
O=S(=O)(N[C@H](CO)Cc1ccccc1)c1ccc(Br)cc1F	2.3
CCOC(=O)c1ccc(N[C@@H]2CCN3C(=O)c4ccccc4[C@@H]3C[C@H]2O)cc1	-8.2
COC(=O)[C@@]1(C)[C@H]2C(=O)N(C)C(=O)[C@H]2[C@H]2CN=C(SCc3ccc(Cl)cc3)N21	-0.1
C1=C[C@H]2CC[C@@H]1N(c1ccccc1)O2	-0.4
COc1ccccc1C1CC(=O)Oc2cc(C)c(Cl)c(C)c21 (stereo not given)	1.9
CN(C)CCCNC(=O)C[C@H]1C[C@H](C(=O)N2CCOCC2)[C@@]2(CCC3CCCC3)c3[nH]c4cc(-c5ccco5)ccc4c3CCN2C1=O	8.3
Cc1ccc(C)c(N2CCN(C(=O)CCc3nc(-c4ccccc4)no3)CC2)c1	3.0
CC[C@]12c3[nH]c4cc(-c5ccco5)ccc4c3CCN1C(=O)[C@@H](CC(=O)NCCc1ccccn1)C[C@@H]2C(=O)N1CCN(C(=O)C2CC2)CC1	-2.0
O=C(Cc1cccs1)N[C@@H]1c2ccccc2CC[C@@H]1OCc1ccccc1	1.7
CCN(CC)C(=O)[C@H]1CC(CC(=O)NCC23CC4CC(CC(C4)C2)C3)C(=O)N2CCc3c([nH]c4ccc(OC)cc34)[C@]12C (stereo not given in full)	1.8
COc1ccccc1CNS(=O)(=O)c1ccc(N2CCCC2)cc1Br	-0.4
COc1ccc(-c2noc(CCC(=O)N3CCC(c4cc(C)ccc4C)CC3)n2)cc1	4.3
CCN(CC)C(=O)[C@H]1C[C@H](CC(=O)NCCCN(C)C)C(=O)N2CCc3c([nH]c4cc(CCC(=O)N(C)C)ccc34)[C@]12C	-0.3
O=S(=O)(NCCc1ccc(F)cc1)c1ccc(F)cc1Br	-0.7
COC(=O)CCN(Cc1ccccc1)S(=O)(=O)c1ccccc1Br	-0.7
CCN1C(=O)[C@H]2[C@H]3CN=C(SCC(=O)c4ccccc4)N3[C@@](C)(C(=O)OC)[C@H]2C1=O	8.7
C[C@H]1C(c2ccc(F)cc2)=NN(c2ccccc2)[C@@H]1CO	1.4
CCOC(=O)C1=CNS(=O)(=O)NC1c1ccc(C#N)cc1 (stereo not given)	-4.7
CC(C)N(C(=O)[C@H]1C[C@H](CC(=O)NCCC2=CCCCC2)C(=O)N2CCc3c([nH]c4cc(CCC(=O)N(C)C)ccc34)[C@]12C)C(C)C	0.3
C=C1c2cccc(OC)c2O[C@H](C(=O)OCC)[C@@H]1CCCCCC	-2.5
CCOC(=O)C1=C(C)N(C[C@@H]2CC[C@@H](Cc3ccc(-c4ccccc4)cc3)O2)C(=O)NC1c1ccc(SCc2ccco2)c([N+](=O)[O-])c1 (stereo not given in full)	-15.2
CCOC(=O)C1=CN(Cc2cccc(F)c2)S(=O)(=O)N(C)C1CCc1ccccc1 (stereo not given)	-1.9
CCN1C(=O)[C@H]2[C@H]3CN=C(SCc4ccc(OC)cc4)N3[C@@](CC)(C(=O)OC)[C@H]2C1=O	-1.9
COc1cc2oc(=O)cc(-c3cccc(-c4cccc(C)c4)c3)c2c(OC)c1OC	1.1
CO[C@H]1CC[C@@]2(C)[C@@H](CC[C@@H]3[C@@H]2CC[C@@]2(C)[C@H]3C[C@H](C(=O)O)O[C@]23CCCO3)C1	-0.7
CC[C@]12c3[nH]c4ccc(Cl)cc4c3CCN1C(=O)[C@@H](CC(=O)NCC13CC4CC(CC(C4)C1)C3)C[C@@H]2C(=O)N1CCN(C(=O)C2CC2)CC1	3.7
CC[C@]12c3[nH]c4cc(CCC(=O)N(C)C)ccc4c3CCN1C(=O)[C@@H](CC(=O)NCCCOC)C[C@@H]2C(=O)N1CCN(C(=O)c2ccco2)CC1	-0.4
Cc1cc2oc(=O)cc(-c3ccccc3)c2c(C)c1-c1ccc(C#N)cc1	-3.4
COCCCNC(=O)C[C@H]1C[C@H](C(=O)N2CCCCC2)[C@@]2(C)c3[nH]c4cc(-c5ccco5)ccc4c3CCN2C1=O	0.0
CC[C@@H]1C(c2ccccc2)=NN(c2ccc(Br)cc2)[C@H]1C(=O)N1CCOC1=O	0.1
O=S1(=O)[C@H]2C[C@H](CO)O[C@@]2(CO)CN1Cc1ccc(-c2ccc(F)cc2)cc1	2.8
COc1ccc2[nH]c3c(c2c1)CCN1C(=O)C(CC(=O)NCCCN(C)C)C[C@H](C(=O)N2CCOCC2)[C@@]31CCC1CCCC1 (stereo not given in full)	0.5
Nc1ncnc2c1ncn2[C@@H]1O[C@H](CNCC(O)CO)[C@@H](O)[C@H]1O (stereo not given in full)	6.4
CC[C@H]1C(O)C[C@H]2CCN3C(=O)CCC[C@H]1[C@H]23 (stereo not given in full)	-3.6
C[C@]12c3[nH]c4cc(-c5ccco5)ccc4c3CCN1C(=O)[C@@H](CC(=O)NCCC1=CCCCC1)C[C@@H]2C(=O)N1CCOCC1	4.5
Cc1cccc(N2O[C@H]3C=CC2CCCC3)n1	2.0
CCOC(=O)C1=C(C)c2ccccc2OC1(CC)C(=O)OCC (stereo not given)	-3.4
CN(C)C(=O)CCc1ccc2c3c([nH]c2c1)[C@]1(CCC2CCCC2)[C@@H](C(=O)N2CCOCC2)C[C@H](CC(=O)NCC24CC5CC(CC(C5)C2)C4)C(=O)N1CC3	5.3
COC(=O)[C@H](Cc1ccc(O)cc1)NC(=O)Cn1cnc2c(NCc3ccccc3)ncnc21	-1.1
CN1CCN(S(=O)(=O)NC[C@H]2O[C@@H](n3cnc4c(N)ncnc43)[C@H](O)[C@@H]2O)CC1	-3.6
COc1cc(OC)c2c(-c3cccc(-c4ccc(OC)c(OC)c4)c3)cc(=O)oc2c1	1.4
COc1ccc2c(-c3ccc(OCCN4CCCCC4)cc3)c(-c3ccccc3OC)sc2c1	-2.2

# Continued:
Compound	PAD4 FP inh
COC(=O)[C@@]1(Cc2ccccc2)[C@H]2C(=O)N(C)C(=O)[C@H]2[C@H]2CN=C(SCc3ccc(C)cc3)N21	2.0
COc1ccc(CNC(=O)C[C@H]2C[C@H](C(=O)N3CCCCC3)[C@@]3(C)c4[nH]c5cc(CCC(=O)N(C)C)ccc5c4CCN3C2=O)cc1OC	-1.0
COc1ccc(N[C@@H]2CCN3C(=O)c4ccccc4[C@@H]3C[C@H]2O)cc1	-3.0
COc1ccc2[nH]c3c(c2c1)CCN1C(=O)C(CC(=O)NCC24CC5CC(CC(C5)C2)C4)C[C@H](C(=O)N2CCOCC2)[C@@]31CCC1CCCC1 (stereo not given in full)	0.6
CCN(CC)C(=O)[C@H]1C[C@H](CC(=O)NCc2cccc(C(F)(F)F)c2)C(=O)N2CCc3c([nH]c4cc(CCC(=O)N(C)C)ccc34)[C@]12C	2.5
Cc1ccc(C2/C=C\CC(NC(=O)OCC3c4ccccc4-c4ccccc43)CC(=O)N2Cc2ccccc2)cc1 (stereo not given)	0.6
COc1ccc(C2CC(c3ccc(Cl)cc3)=NN2c2ccc(S(N)(=O)=O)cc2)cc1 (stereo not given)	5.9
C[C@]12c3[nH]c4cc(-c5ccco5)ccc4c3CCN1C(=O)[C@@H](CC(=O)NCCCn1ccnc1)C[C@@H]2C(=O)N1CCOCC1	3.1
CCOC(=O)C1=CN(CC)S(=O)(=O)NC1c1ccccc1 (stereo not given)	-1.7
CC[C@]12c3[nH]c4cc(CCC(=O)N(C)C)ccc4c3CCN1C(=O)[C@@H](CC(=O)NCC13CC4CC(CC(C4)C1)C3)C[C@@H]2C(=O)N1CCN(C(=O)C2CC2)CC1	-0.9
C[C@@H](N)C(=O)NC[C@H]1O[C@@H](n2cnc3c(N)ncnc32)[C@H](O)[C@@H]1O	2.3
COc1ccc(-c2cccc(-c3cc(=O)oc4cc(OC)cc(OC)c34)c2)cc1	-2.9
CC(C)N(C(=O)[C@H]1C[C@H](CC(=O)NCc2cccc(C(F)(F)F)c2)C(=O)N2CCc3c([nH]c4ccc(Cl)cc34)[C@]12C)C(C)C	-0.8
COC(=O)C/C=C/N(Cc1ccccc1OC)S(=O)(=O)CCl	1.2
COc1ccc(CNC(=O)C[C@H]2C[C@H](C(=O)N3CCOCC3)[C@@]3(CCC4CCCC4)c4[nH]c5ccc(Cl)cc5c4CCN3C2=O)cc1OC	1.9
CC(C)CN1CC(COCc2ccccc2)Oc2ccccc2S1(=O)=O (stereo not given)	-2.7
COc1ccc(-c2ccccc2[C@H]2[C@@H]3C=CC[C@@H](C)[C@@H]3C(=O)N2Cc2ccccc2)cc1	-3.5
Cc1ccc(CC(NC(=O)c2ccc(C)cc2)C(=O)O)cc1 (stereo not given)	2.3
Cc1ccc(-c2cccc(-c3cc(=O)oc4ccc(C(C)(C)C)cc34)c2)cc1	-4.4
COc1cc(OC)c2c(c1)OC(=O)CC2c1ccc(C)cc1 (stereo not given)	-3.8

# Retrieved one by one from the list above (5):
Compound	PAD4 FP inh
Cc1ccc(-c2cccc(-c3cc(=O)oc4ccc(C(C)(C)C)cc34)c2)cc1	-4.4
COc1ccc(C2CC(c3ccc(Cl)cc3)=NN2c2ccc(S(N)(=O)=O)cc2)cc1 (stereo not given)	5.9
CC(C)N(C(=O)[C@H]1C[C@H](CC(=O)NCc2cccc(C(F)(F)F)c2)C(=O)N2CCc3c([nH]c4ccc(Cl)cc34)[C@]12C)C(C)C	-0.8
COc1ccc(CNC(=O)C[C@H]2C[C@H](C(=O)N3CCOCC3)[C@@]3(CCC4CCCC4)c4[nH]c5ccc(Cl)cc5c4CCN3C2=O)cc1OC	1.9
Cc1ccc(CC(NC(=O)c2ccc(C)cc2)C(=O)O)cc1 (stereo not given)	2.3

# (cont.)
Compound	PAD4 FP inh
CCOC(=O)C1=CN(Cc2ccco2)S(=O)(=O)NC1c1ccc(F)c(Cl)c1 (stereo not given)	-1.6
COc1ccc(-c2noc(CCC(=O)N3CCN(c4cccc(OC)c4)CC3)n2)cc1	-2.3
COc1ccc(-c2noc(CCC(=O)N3CCN(c4ccccc4)CC3)n2)cc1	0.9
Cc1ccc(S(=O)(=O)NCCCNS(=O)(=O)c2ccccc2Br)cc1	-0.4
CC(C)N(C(=O)[C@H]1C[C@H](CC(=O)NC(C)(C)C)C(=O)N2CCc3c([nH]c4cc(CCC(=O)N(C)C)ccc34)[C@]12C)C(C)C	-5.6
CN(C)C(=O)CCc1ccc2c3c([nH]c2c1)[C@]1(C)[C@@H](C(=O)N2CCCCC2)C[C@H](CC(=O)NCC24CC5CC(CC(C5)C2)C4)C(=O)N1CC3	1.9
CN(C)CCCNC(=O)C[C@H]1C[C@H](C(=O)N2CCCCC2)[C@@]2(C)c3[nH]c4cc(-c5ccco5)ccc4c3CCN2C1=O	4.4
COc1ccc2c(-c3ccc(OCCN4CCOCC4)cc3)c(-c3ccccc3OC)sc2c1	3.8
CC[C@]12c3[nH]c4cc(CCC(=O)N(C)C)ccc4c3CCN1C(=O)[C@@H](CC(=O)NC/C=C(\C)CCC=C(C)C)C[C@@H]2C(=O)N1CCN(C(=O)c2ccco2)CC1	-2.1
COc1ccc(-c2ccc(-c3cc(=O)oc4cc(OC)c(OC)c(OC)c34)cc2)cc1OC	0.7
CCCN=C1N(C)C[C@@H]2[C@@H]3C(=O)N(C)C(=O)[C@@H]3[C@](C)(C(=O)OC)N12	-0.1
CC[C@]12c3[nH]c4cc(CCC(=O)N(C)C)ccc4c3CCN1C(=O)[C@@H](CC(=O)NCC13CC4CC(CC(C4)C1)C3)C[C@@H]2C(=O)N1CCN(C(=O)c2ccco2)CC1	2.7
COc1ccc(CN2C(CC(=O)Nc3cccnc3)c3ccc(C(F)(F)F)cc3S2(=O)=O)cc1 (stereo not given)	-5.8

# Screens as filed in PubChem.
